# High-throughput results: PubChem, National Center for Advancing Translational Sciences (NCATS)
# Pin1 inhibitor – human Pin1 inhibition; hit rate 0.009% among 390,000; Pin1 FP peptide displacement, HiFluor488, 10 min; Q13526; Potency, µM (doses to about 115 µM), without a hit: at the highest dose activity, negative = inhibition, actives largely listed as inhibitors; active means well fitted inhibition curve with a large enough effect in the polarisation, with a control signal flat, not every such curve was filed as active; inconclusive means small, poorly fitted or top-dose-only effect, or effect the other way, or a change in a side signal; inactive means no such curve, though single readings can be large or run the other way; the % refers to the polarisation; further: on the % scale 0 is the no-effect control and ±100 the full control effect
# JMJD2A Tudor – inhibitors of human JMJD2A Tudor domain; O75164; AlphaScreen JMJD2A-Tudor / H3K4me3 peptide binding; Potency, µM (doses to about 114 µM), without a hit: top-dose activity change, negative = inhibition, actives largely listed as inhibitors; hit rate 4.4% among 390,000; further: on the % scale 0 is the no-effect control and ±100 the full control effect; nearly all actives have a fitted effect of over 50% in size
# Target sequence (O75164 whole entry, looked up, the tested form may be a part): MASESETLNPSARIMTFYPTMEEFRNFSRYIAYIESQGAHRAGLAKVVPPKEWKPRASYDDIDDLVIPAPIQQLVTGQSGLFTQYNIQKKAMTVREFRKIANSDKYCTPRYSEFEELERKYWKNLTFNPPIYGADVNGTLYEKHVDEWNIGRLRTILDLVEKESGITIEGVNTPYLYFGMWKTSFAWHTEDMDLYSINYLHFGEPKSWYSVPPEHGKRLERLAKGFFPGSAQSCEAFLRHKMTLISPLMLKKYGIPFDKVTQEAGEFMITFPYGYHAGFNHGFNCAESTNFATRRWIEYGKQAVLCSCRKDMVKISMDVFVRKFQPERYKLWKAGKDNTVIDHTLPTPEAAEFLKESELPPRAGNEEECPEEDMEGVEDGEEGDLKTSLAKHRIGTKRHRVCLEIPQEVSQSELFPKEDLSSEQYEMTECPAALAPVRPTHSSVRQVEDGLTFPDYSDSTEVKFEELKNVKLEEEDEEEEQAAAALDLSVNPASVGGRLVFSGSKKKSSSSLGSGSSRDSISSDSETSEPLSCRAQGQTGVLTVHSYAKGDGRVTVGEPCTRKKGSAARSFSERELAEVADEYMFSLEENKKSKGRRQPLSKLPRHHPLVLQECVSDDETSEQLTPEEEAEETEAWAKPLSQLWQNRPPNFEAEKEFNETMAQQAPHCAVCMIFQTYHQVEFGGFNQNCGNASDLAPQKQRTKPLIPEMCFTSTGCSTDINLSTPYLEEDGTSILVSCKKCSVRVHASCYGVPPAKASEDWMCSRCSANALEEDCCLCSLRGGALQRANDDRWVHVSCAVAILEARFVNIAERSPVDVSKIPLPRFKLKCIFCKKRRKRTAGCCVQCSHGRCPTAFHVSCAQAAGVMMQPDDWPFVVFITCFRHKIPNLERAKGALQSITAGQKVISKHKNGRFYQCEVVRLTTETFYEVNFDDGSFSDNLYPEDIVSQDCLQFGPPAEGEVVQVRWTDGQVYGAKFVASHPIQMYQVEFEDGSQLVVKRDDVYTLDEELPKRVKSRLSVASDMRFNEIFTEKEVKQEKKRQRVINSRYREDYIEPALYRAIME
# rTrxR1 inhibitor – blocks rat thioredoxin reductase 1 | O89049 | hit rate 1% among 390,000 | recombinant rTrxR1, NADPH fluorescence consumption, selenite substrate | Potency, µM (doses to about 114 µM), for inactives: at the highest dose activity change, negative = inhibition, most hits filed as inhibitors; further: on the % scale 0 is the no-effect control and ±100 the full control effect; nearly all actives have a fitted effect of over 65% in size
#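 Rat TrxR1 (90 nM in the dispensed reagent) was pre-reduced with 400 uM NADPH for 5 min at room temperature, then incubated with compound for 15 min. After 400 uM selenite was added, NADPH fluorescence (Ex 340/Em 450 nm) was followed for 8 min.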
# PGK inhibitor – T. brucei PGK inhibition; PGK/GAPDH coupled, Kinase-Glo luminescence, 60 min; Potency, µM (doses to about 57.5 µM), for inactives: at the highest dose activity change, negative = inhibition, actives largely listed as inhibitors; hit rate 0.043% among 380,000; further: on the % scale 0 is the no-effect control and ±100 the full control effect; nearly all actives have a fitted effect of over 60% in size
#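 Luminescent ATP detection (Kinase-Glo Plus) follows a 60-minute room-temperature incubation, with wells lacking PGK as controls. Buffer: 100 mM TEA (pH 7.6), 5 mM MgCl2, 0.01% Tween-20. Coupling enzyme GAPDH (100 nM final) supplies unstable 1,3-BPG in-well.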
# GLS inh – blocks human kidney-isoform glutaminase activity | GLS enzymatic activity, qHTS titration | Potency, µM (highest dose often 45.5 µM), without a hit: at the highest dose activity change, negative = inhibition, usual class: inhibitors | hit rate 0.21% among 410,000 | AID 624170; further: on the % scale 0 is the no-effect control and ±100 the full control effect
#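 hKGA in 45 mM KH2PO4 pH 8.2, 0.02% Tween-20 with pin-transferred compounds; 1 mM L-glutamine (stock) plus glutamate oxidase/HRP/Amplex Red coupling added. Fluorescence read initially and after 30 min at RT.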
# RGS4 inh – human RGS4 inhibition; hit rate 0.039% among 390,000; P49798; Potency, µM (doses to about 114 µM), without a hit: at the highest dose activity change, negative = inhibition, hits mostly inhibitors; Transcreener GDP fluorescence polarization, RGS4-accelerated GTP hydrolysis; further: on the % scale 0 is the no-effect control and ±100 the full control effect; nearly all actives have a fitted effect of over 75% in size; some results filed as inactive show a strong effect at the top dose
#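 MLSMR compounds (23 nl, pin-transferred) preincubated 10 min at room temperature with a 500nM (2x) first reagent, then RGS4 at 900nM (2x) plus Transcreener GDP mix added; fluorescence polarization (620/688 nm) read before and after 90 min at 30 °C.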
# HP1b chromo inh – blocks HP1-beta chromodomain binding to methylated histone tails | P83916 | AlphaScreen HP1-beta / biotin-H3K9me3 peptide binding | Potency, µM (titrated, usually from 114 µM), for inactives: at the highest dose activity change, negative = inhibition, usual class: inhibitors | hit rate 0.56% among 390,000; further: nearly all actives have a fitted effect of over 70% in size; inactives centre near 23
#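 AlphaScreen: HP1-beta (50 nM) preformed 30 min with biotin-H3(1-18)K9me3 peptide (50 nM) in PBS pH 7.4, 0.01% Tween-20. Compound added for 30 min at RT, then streptavidin donor/nickel chelate acceptor beads (10 ug/mL) for 30 min.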
# ALOX12 inh – blocks human arachidonate 12S-lipoxygenase. Potency, µM (doses to about 108 µM), without a hit: at the highest dose activity change, negative = inhibition, actives largely listed as inhibitors. hit rate 1.1% among 580,000. purified 12hLO, xylenol orange hydroperoxide absorbance. P18054; further: on the % scale 0 is the no-effect control and ±100 the full control effect
#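 Purified human 12hLO at 150 nM in 25 mM Hepes, 0.01% Triton X-100, pH 7.0, preincubated 15 min at room temperature with compound. Reaction started with 40 uM arachidonic acid, 30 min at room temperature. Hydroperoxide measured by Fe-xylenol orange, 573/405 nm absorbance ratio.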
# ERG-DNA inh – inhibitors of human ERG Ets domain-DNA interaction; fluorescence polarization, His-ERG Ets domain / labelled DNA; hit rate 0.028% among 370,000; Potency, µM (top dose mostly 76.9 µM), for the others: top-dose FP activity, negative = inhibition, actives largely listed as inhibitors; active means well fitted inhibition curve with a large enough effect in the polarisation, with a control signal flat; inconclusive means small, poorly fitted or top-dose-only effect, or effect the other way, or a change in a side signal; inactive means no such curve, though single readings can be large or run the other way; the % refers to the polarisation;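 further: polarization taken with two DNA probes labelled with fluorescein and Texas red; % of control where 0% means no effect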
#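 His-tagged ERG Ets domain (1 uM in the protein solution; 300mM KCl, 50mM Tris-HCl, 1mM EDTA, 1mM DTT, pH 7.5) received compound, then a probe mix of 5 nM fluorescein-DNA and 100nM Texas-615-DNA. Fluorescence polarization was read for both dyes.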
# * marks the source's active call; other numbers are inactive results; i = inactive; ? = inconclusive; . = no result given; & = joins results of further samples; [ ] = remark or other dose. Unless noted, the call rests on the fitted dose curve; in most records, active means well fitted curve in the direction sought with a large enough effect; inconclusive means small, poorly fitted or top-dose-only effect, or another doubt; inactive means no such curve, though single readings can be large; an effect the other way counts as inactive or inconclusive. Potency means the concentration at half of the fitted maximal effect. This is a subset; the hit share may differ from the screen's.
1	O=C(CSc1ccc2c(c1)OCCO2)NC(=O)NC1CCCC1
2	CCOC(=O)c1ccc2c(c1)N(CC(=O)N1CCCCC1)C(=O)C(C)(C)O2
3	COc1ccc(/C=C2\CCC(C3CCCC3)C2=O)c(OC)c1OC (configuration not stated)
4	c1ccc2c(c1)-c1ccccc1C2N1CCOCC1
5	Nn1c(Cc2ccccc2F)nnc1SCC(=O)Nc1cccc(S(=O)(=O)NC2=NCCCCC2)c1
6	COc1ccc(OC)c(/C=C/C(=O)N2CCN(S(=O)(=O)c3cc(C)ccc3C)CC2)c1
7	CC(/C=N/NC(=O)Cn1cnc2c1c(=O)n(C)c(=O)n2C)=C\c1ccccc1
8	COCCn1c(SCc2nc3scc(-c4ccc(Cl)cc4)c3c(=O)[nH]2)nnc1-c1cccc(C)c1

assay / entry | 1 | 2 | 3 | 4 | 5 | 6 | 7 | 8
Pin1 inhibitor | 0% | -7% | -17% | -5% | -3% | 2% | 2% | ?
JMJD2A Tudor | -21%[57.1 µM] | -14% | 7% | -10% | -6% | 6% | 4%[57.1 µM] | -25%
rTrxR1 inhibitor | -5% | 11% | 20% | 8%[2.29 µM] | 17% | 159%[activator] | 0% | -6%
PGK inhibitor | i | -8% | -5% | i | -2% | i | -9% | 0%
GLS inh | -2% | -18% | 11% | 2% | 8% | -1% | -1% | 8%
RGS4 inh | -20%[56.9 µM] | -15% | 37% | -38% | 25% | -13% | -22% | -20%
HP1b chromo inh | ? | 28% | 31% | 32%[57 µM] | 33% | 88%[activator] | 48%[activator] | 10%
ALOX12 inh | -7% | 15% | -4% | -20% | 32%[activator] | -1% | -2% | 0%
ERG-DNA inh | 5% | 3% | -12% | 4% | 3% | 1% | -5% | -1%

9	CC(C)(C)NC(=O)C(=O)NNC(=O)c1cccc(F)c1
10	[2H]C([2H])(CCOS(N)(=O)=O)c1ccccc1
11	COc1ccc(S(=O)(=O)N2CCC(NC(=O)c3cccnc3)CC2)cc1
12	Cc1ccc(-c2noc(C3CCCN(C(=O)c4ccccc4Br)C3)n2)cc1 (configuration not stated)
13	COc1ccccc1/C=C/CN1CC(C)OC(C)C1 (configuration not stated)
14	Cc1cc(=S)cc(C)n1CCO
15	CC(CNS(=O)(=O)c1ccccc1)(c1ccccc1)N1CCOCC1 (configuration not stated)
16	CC(NC(=O)Cn1c(-c2cccs2)cc2cc(F)ccc21)c1ccccc1 (configuration not stated)

assay / entry | 9 | 10 | 11 | 12 | 13 | 14 | 15 | 16
Pin1 inhibitor | -2% | -6% | -3% | -3% | -6% | -4% | 4% | 12%
JMJD2A Tudor | 10µM* | 6% | -27% | -4% | 3.2µM* | -16% | -2% | 6%
rTrxR1 inhibitor | 43%[57.1 µM] | 16% | 20% | 49% | -10% | 35µM* | 30% | 25%
PGK inhibitor | -11% | 0% | -10% | 1% | -3% | -8% | 5% | -2%
GLS inh | 4% | -10% | 3% | -1% | 3% | 6% | 2% | 3%
RGS4 inh | 18% | -13% | 1% | 15% | 11% | -14% | 11% | -19%
HP1b chromo inh | 2% | 55%[activator] | -12% | 48%[activator] | ? | 13% | 39%[activator] | 31%
ALOX12 inh | 3% | -8% | -3% | ? | ? | -12% | -1% | -23%
ERG-DNA inh | -1% | -16% | 22% | -7% | -2% | 1% | 6% | 7%

17	Fc1cccc(CSc2nnc3ccc(-c4ccncc4)nn23)c1
18	c1ccc2c(c1)CC1(CCCC1)N=C2N1CCOCC1
19	Cc1cccc(C(=O)N[C@H](C(=O)Nc2cc(S(=O)(=O)N3CCCCC3)ccc2C)C(C)C)c1
20	CCC(C)N(C(=O)c1csnn1)C(C(=O)NCc1ccc(F)cc1)c1ccco1 (configuration not stated)
21	CCN(CC)CCNC(=O)c1cc2c(-c3cccc(OC)c3)nn(C)c2s1
22	O=C(O)COc1ccccc1/C=N/NC(=O)c1cccc(S(=O)(=O)N2CCOCC2)c1
23	COc1cc(CN(C2CCCCC2)S(=O)(=O)c2ccc(S(=O)(=O)N(C)C3CCCCC3)cc2)cc(OC)c1OC
24	CN(C(=O)CCc1nnc(CCCCc2ccccc2)o1)C1CCOCC1

assay / entry | 17 | 18 | 19 | 20 | 21 | 22 | 23 | 24
Pin1 inhibitor | -5% | -3% | 12% | 0% | ? | 1% | -1% | 1%
JMJD2A Tudor | 6%[11.4 µM] | -4%[11.4 µM] | -12% | -3% | -5%&-24% | 40µM* | -16%[57.1 µM] | -10%
rTrxR1 inhibitor | 14% | 12% | 7%[57.1 µM] | 4%[57.1 µM] | -3%&-25% | 13%[57.1 µM] | 23% | -5%
PGK inhibitor | -2% | -4% | 3% | 0% | -14%&11% | -6% | -4% | i
GLS inh | -6% | 0% | 10% | 1% | -4%&23% | 136%[activator] | 4% | -9%
RGS4 inh | -25%[11.4 µM] | 10%[11.4 µM] | 13% | -11% | 0%&-12% | -6% | -16% | -29%
HP1b chromo inh | 86%[activator] | 20% | 8% | 28% | -4%&11% | 0% | 45%[activator] | 40%[activator]
ALOX12 inh | -1% | 1% | -13% | 0% | ? | -5% | 6% | 3%
ERG-DNA inh | -3% | -1% | -18% | -1% | -9%&-9% | -3% | 4% | 5%

# Among those listed so far, these have four or more nitrogen atoms.
5	Nn1c(Cc2ccccc2F)nnc1SCC(=O)Nc1cccc(S(=O)(=O)NC2=NCCCCC2)c1
7	CC(/C=N/NC(=O)Cn1cnc2c1c(=O)n(C)c(=O)n2C)=C\c1ccccc1
8	COCCn1c(SCc2nc3scc(-c4ccc(Cl)cc4)c3c(=O)[nH]2)nnc1-c1cccc(C)c1
17	Fc1cccc(CSc2nnc3ccc(-c4ccncc4)nn23)c1
20	CCC(C)N(C(=O)c1csnn1)C(C(=O)NCc1ccc(F)cc1)c1ccco1 (configuration not stated)
21	CCN(CC)CCNC(=O)c1cc2c(-c3cccc(OC)c3)nn(C)c2s1

assay / entry | 5 | 7 | 8 | 17 | 20 | 21
Pin1 inhibitor | -3% | 2% | ? | -5% | 0% | ?
JMJD2A Tudor | -6% | 4%[57.1 µM] | -25% | 6%[11.4 µM] | -3% | -5%&-24%
rTrxR1 inhibitor | 17% | 0% | -6% | 14% | 4%[57.1 µM] | -3%&-25%
PGK inhibitor | -2% | -9% | 0% | -2% | 0% | -14%&11%
GLS inh | 8% | -1% | 8% | -6% | 1% | -4%&23%
RGS4 inh | 25% | -22% | -20% | -25%[11.4 µM] | -11% | 0%&-12%
HP1b chromo inh | 33% | 48%[activator] | 10% | 86%[activator] | 28% | -4%&11%
ALOX12 inh | 32%[activator] | -2% | 0% | -1% | 0% | ?
ERG-DNA inh | 3% | -5% | -1% | -3% | -1% | -9%&-9%

# Additional results follow.
25	CN(CC(=O)O/N=C(\N)c1ccc([N+](=O)[O-])cc1)S(=O)(=O)c1ccc2ccccc2c1
26	CC1(N(O)C=C2C=CC(=O)C=C2)CCCCC1=O (configuration not stated)
27	Cc1cc(C(=O)N2CCCC(C(=O)c3ccc4ccccc4c3)C2)n(C)n1 (configuration not stated)
28	COc1cccc2c1OC[C@@H](CO)[C@H]2N(C)C(=O)Nc1ccc(Cl)cc1Cl
29	COc1ccc(OC)c(CNC(=O)c2cccc(NC(=O)N3CCSc4ncccc43)c2)c1
30	CC(OC(=O)c1cc2ccccc2[nH]1)C(=O)N(C)c1ccccc1 (configuration not stated)
31	O=C(COC(=O)COc1ccccc1)NCc1ccccc1
32	O=C1CSC(c2ccc(Cl)cc2)N1C1CCCCC1 (configuration not stated)

assay / entry | 25 | 26 | 27 | 28 | 29 | 30 | 31 | 32
Pin1 inhibitor | 0% | -6% | 0% | -2% | ? | -1% | -3% | 1%
JMJD2A Tudor | -33% | -7%[11.4 µM] | -8% | -6% | -9% | -26% | -2% | 3%
rTrxR1 inhibitor | 15% | 6% | -1%[57.1 µM] | -12% | 22% | 18% | 31%[57.1 µM] | 1%[57.1 µM]
PGK inhibitor | -8% | i | -8% | -11% | 7% | i | -1% | -3%
GLS inh | 6% | 29% | -8% | -8% | -4% | -12% | -3% | 6%
RGS4 inh | -6% | -11%[11.4 µM] | 1% | -22% | 20% | 9% | -21% | -48%
HP1b chromo inh | -7% | 67%[activator] | 17% | 29% | 30% | 22% | 24% | 30%
ALOX12 inh | 0% | ? | -9% | -17% | ? | 178%[activator] | -3% | ?
ERG-DNA inh | 3% | -17% | 37%[activator] | -4% | 5% | -17% | 3% | 5%

33	O=C(Cn1cnc2sc(-c3ccccc3)cc2c1=O)NCCc1ccccc1
34	Cn1c(=O)c(-c2cccc(Cl)c2)c(O)c2ccccc21
35	O=C(c1ccc(-n2cccn2)cc1)N1CCc2c([nH]c3ccccc23)C1c1ccccn1 (configuration not stated)
36	CC(NC(=O)Cc1cccs1)C(c1cccs1)N1CCN(c2ccccc2)CC1 (configuration not stated)
37	Cc1nn(C(C)C(=O)NCC2CCCO2)c(=O)c2cc3occc3n12 (configuration not stated)

assay / entry | 33 | 34 | 35 | 36 | 37
Pin1 inhibitor | 10% | 0% | 9% | 17% | -3%
JMJD2A Tudor | 0% | 4% | ? | -36% | -14%
rTrxR1 inhibitor | 40%[activator] | 0%[57.1 µM] | 12% | 15% | 0%
PGK inhibitor | 0% | 3% | -4% | -7% | -8%
GLS inh | 1% | 2% | 4% | 54%[activator] | 5%
RGS4 inh | 19% | -8% | 19% | -21% | -1%
HP1b chromo inh | 16% | 37% | 10% | -9% | 13%
ALOX12 inh | 7% | 199%[activator] | 11% | ? | -6%
ERG-DNA inh | 2% | -3% | 4% | . | 5%
